# Bioassay records: PubChem, Broad Institute
# EWS-Fli inh: inhibitors of EWS/Fli oncoprotein transcriptional activity; A673 NR0B1-luciferase reporter, viability-normalised; 350,000 compounds, 0.67% hits; inhibition, % at 12.6 µM;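 active means mean inhibition of at least 50% after viability correction, with every replicate also passing that limit; inconclusive means mean reaches 50% but only one of two replicates passes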;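 further: firefly luciferase signal divided by Alamar Blue viability fluorescence both relative to DMSO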
# DENV2 CPE: inhibitors of DENV2 cytopathic effect; DENV2-infected cells, cytopathic effect rescue, plate reader; CPE inhibition, % at 9.99 µM; 350,000 compounds, 1.7% hits; AID 651640; in the data active means CPE inhibition above about 20%, passing the limit was not always enough; inconclusive means no clear call, values can overlap the other calls; tested in BHK-21 cells;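 further: 0% = median of neutral control wells and 100% = median of positive control wells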
# ARNT-TACC3 inh: disrupts binding between human ARNT and TACC3. Q9Y6A5. AlphaScreen His-ARNT PAS-B/GST-TACC3 binding, luminescence; TACC3 fragment carries E629A point mutation. inhibition, % at 9.99 µM. 390,000 compounds, 0.66% hits. AID 623870;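 active means mean inhibition of replicates at least 50% and at least half of replicates each reaching 50%; inconclusive means half or more replicates reach 50% but mean below 50%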;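 further: 0% = complete ARNT plus TACC3 wells and 100% = ARNT alone without TACC3; many hits fall short of the cut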
# PAX8 reporter: inhibitors of PAX8 transcriptional activity in RMG-I cells; RMG-I TPO-luciferase reporter, SteadyGlo, 24 h; inhibition, % at 12.6 µM; 360,000 compounds, 1.2% hits; AID 652154;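 active means mean replicate inhibition at least 60% with every replicate also reaching 60%; inconclusive means only one of the two criteria is met; inactive means mean below 60% and not all replicates reaching 60%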;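 further: luciferase light reporting Pax8 driven TPO promoter activity; plate controls were median of neutral control wells for no effect and mitoxantrone controls for full effect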
# CASP6 VEID inh: inhibitors of human caspase-6; P55212; purified caspase-6, Z-VEID-R110 cleavage fluorescence; inhibition, % at 12.5 µM; 350,000 compounds, 0.53% hits; AID 686996;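 active means mean inhibition across replicates at least about 35%, with every replicate also reaching that limit, limit read from the data; inconclusive means only one of the two criteria met; inactive means neither criterion met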;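 further: 0% = median of neutral control wells and 100% = no fluorescence left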
# Target sequence (P55212 24-179 limits assumed): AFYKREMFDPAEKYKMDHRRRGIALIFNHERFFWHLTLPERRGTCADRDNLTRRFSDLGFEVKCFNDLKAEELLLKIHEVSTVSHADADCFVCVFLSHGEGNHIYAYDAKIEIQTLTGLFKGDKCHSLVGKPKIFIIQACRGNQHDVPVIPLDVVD
# Target sequence (P55212 194-293 limits assumed): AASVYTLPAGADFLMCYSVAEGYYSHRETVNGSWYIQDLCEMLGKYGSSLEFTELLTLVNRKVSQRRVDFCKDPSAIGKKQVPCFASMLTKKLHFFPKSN
# LGR2 inh: Drosophila LGR2 receptor signaling inhibition; HEK293 LGR2, CRE-luciferase, bursicon-stimulated, 4 h; inhibition, % at 9.99 µM; 380,000 compounds, 0.35% hits;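 active means drop in luminescence signal, shown as inhibition above about 50% in the replicate tests, limit read from the data, passing the limit was not always enough; inconclusive means probably only some replicates passing the limit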;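 further: agonist challenge used bursicon conditioned medium at about half maximal strength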
# SIRT5 inh: sirtuin-5 (human) deacylase inhibition. inhibition, % at 15 µM. Purified SirT5, succinyl-peptide AMC, trypsin-coupled fluorescence. Q9NXA8. 330,000 compounds, 1.1% hits; in the data active means inhibition above about 15%; inconclusive means no clear call, values can overlap the other calls
# Target sequence (Q9NXA8 whole entry, looked up): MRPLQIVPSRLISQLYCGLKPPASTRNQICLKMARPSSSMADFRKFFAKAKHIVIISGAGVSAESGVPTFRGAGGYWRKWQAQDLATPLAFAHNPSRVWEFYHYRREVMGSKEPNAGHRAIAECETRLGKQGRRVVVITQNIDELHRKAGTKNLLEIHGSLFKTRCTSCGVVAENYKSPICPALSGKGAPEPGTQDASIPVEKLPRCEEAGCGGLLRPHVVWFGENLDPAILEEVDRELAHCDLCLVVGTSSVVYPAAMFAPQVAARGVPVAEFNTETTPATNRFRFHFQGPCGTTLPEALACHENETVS
# * hit, by the source's call; ? = inconclusive; nt = no result given. Not a hit list. About 4.9% of those tested had a hit in this group.
SMILES,EWS-Fli inh,DENV2 CPE,ARNT-TACC3 inh,PAX8 reporter,CASP6 VEID inh,LGR2 inh,SIRT5 inh
O=C(NCc1ccccc1F)c1ccc(S(=O)(=O)NCc2ccco2)cc1,8,-7,3,-1,8,4,-2
O=C(NCCN1CCCCC1)Nc1ccc(F)cc1F,1,-6,-20,-11,-7,2,-4
COc1cccc(C(=O)C2=NN(C(C)=O)CC2c2ccco2)c1 (configuration not stated),2,-3,26,5,7,-11,-2
COc1cccc(C(=O)c2c(-c3ccccc3)ncc3cc(OC)c(OC)cc23)c1,6,27*,0,-6,6,-4,2
COc1ccc2c3c([nH]c2c1)[C@@H](CO)N(Cc1ccccn1)CC31CN(C(=O)c2ccccn2)C1,-11,-2,nt,11,nt,-9,nt
CCOC(=O)C1=NN(C(C)=O)C2C(=O)N(CC)C(=O)C12 (configuration not stated),-2,2,nt,-1,-4,6,-2
CN(C)CCCNC(=O)C[C@H]1C[C@H](C(=O)N2CCOCC2)[C@@]2(C)c3[nH]c4ccc(Cl)cc4c3CCN2C1=O,0,-3,4,28,-70,-2,5
C[C@H]1CCCCO[C@H](CN(C)Cc2ccc(C(F)(F)F)cc2)[C@@H](C)CN([C@@H](C)CO)C(=O)c2cc(NS(=O)(=O)c3cccs3)ccc2O1,3,14,-2,81*,4,3,16*
Nc1ccccc1Oc1c(F)c(F)c(Oc2ccccc2N)c(F)c1F,5,1,-4,22,-1,6,-5
C=CCOc1ccc(CN(C)Cc2nc3cc(C(F)(F)F)ccc3c(=O)[nH]2)cc1,5,3,-7,-9,-7,-23,2
Cc1noc(C)c1NC(=O)N(C)C[C@@H]1OCCCC[C@H](C)Oc2ccc(NC(=O)c3ccncc3)cc2C(=O)N([C@H](C)CO)C[C@H]1C,5,-4,-9,-12,2,1,-4
COc1ccccc1NC(=O)N1CC(=O)N2[C@H](C1)[C@@H](c1ccc(C#CC(C)C)cc1)[C@@H]2CO,10,3,nt,-5,1,2,1
O=C1NC[C@H](Cc2ccccc2)N(CC2CCN(CC3CCCC3)CC2)C1=O,-8,-11,0,1,-3,-2,-1
CCN(CC)C(=O)Oc1ccc(Br)cc1C(=O)Nc1ccc(F)c(Cl)c1,5,-7,-29,-48,4,nt,13
C=CCc1cc(Cl)ccc1OCCn1ccnc1,16,-3,-1,-9,3,-5,0
O=C(CN1C(=O)c2ccccc2S1(=O)=O)NC1CC2CCC1C2 (configuration not stated),-18,13,-8,-33,2,-31,nt
C[C@@H]1CN([C@@H](C)CO)C(=O)c2cc(NC(=O)Nc3cccc4ccccc34)ccc2O[C@@H](C)CCCCO[C@H]1CN(C)Cc1ccc(C(F)(F)F)cc1,7,-14,-3,-8,nt,-8,nt
NC(=S)N/N=C1\CC(n2nnn(-c3cccc(Cl)c3)c2=S)C2COC1O2 (configuration not stated),5,nt,8,1,5,-1,nt
CC1=NN(C(=O)c2ccc(Cn3nc(C)c([N+](=O)[O-])c3C)o2)C(O)(C(F)(F)F)C1 (configuration not stated),-43,-2,3,5,1,1,-10
O=C(Cc1ccccc1)N1CC[C@@H]2[C@H](CO)Nc3ccc(-c4ccccc4)cc3[C@@H]21,5,14,-3,-19,-2,0,4
COc1ccc(CC(C#N)(CO)c2nc3ccccc3[nH]2)cc1 (configuration not stated),nt,nt,0,-2,nt,-19,nt
CN(C)C(=O)c1cccc(-c2ccc3c(c2)[C@H]2[C@H](CCN2C(=O)C2CCCCC2)[C@H](CO)N3)c1,3,nt,nt,6,nt,-4,nt
CSc1cccc(NC(=O)C(C)C)c1,0,-1,0,16,2,-15,0
O=C(OCc1nnc(-c2ccccc2)o1)C1CC(=O)N(Cc2ccco2)C1 (configuration not stated),0,nt,18,7,3,-13,1
COC(=O)c1cccc(NC(=O)CCc2ccccc2)c1,-4,1,14,-39,-1,-22,-2
Cc1cc(SCC(=O)N/N=C/c2ccccc2C(=O)O)c(C)cc1Br,5,-4,nt,-6,-1,-9,-1
Cc1noc(C)c1NC(=O)Nc1ccc2c(c1)C(=O)N([C@H](C)CO)C[C@@H](C)[C@@H](CN(C)Cc1ccncc1)OCCCC[C@@H](C)O2,-19,7,-3,31,0,-3,-4
O=C(C[C@@H]1CC[C@@H]2[C@H](COC[C@H](O)CN2C(=O)c2ccccc2)O1)N1CCc2ccccc2C1,-2,-2,-6,-11,0,-8,-5
CC1=C(C(=O)N(C(C)C)C(C)C)CC(CC(=O)NCCc2ccccn2)C(=O)N1Cc1ccc(F)cc1 (configuration not stated),7,-3,nt,6,6,-1,3
CC(Oc1ccccc1)C(=O)Nc1nc(-c2ccccn2)cs1 (configuration not stated),23,1,68*,57,1,13,1
Cc1oc2ccccc2c1CNC(=O)N(C)C,-3,8,-1,3,-1,5,3
COc1ccc(OC(=O)C2CC(=O)N(c3ccc(C)cc3)C2)cc1 (configuration not stated),7,-3,-12,-7,4,-1,0
CCCS(=O)(=O)N1CCN(S(=O)(=O)c2ccccc2[N+](=O)[O-])CC1,0,-3,nt,20,1,-14,-1
COc1cc(OC)c2c(-c3cccc(-c4ccc(NC(C)=O)cc4)c3)cc(=O)oc2c1,46,-3,3,79*,-2,4,-5
COc1ccccc1NC(=O)CSc1nnc(Cc2cccn2C)n1-c1ccc(F)cc1,-6,7,2,-1,0,0,-1
COC(=O)CCCn1cc(CN(C)C2CN(Cc3cn(CCCC(=O)OC)nn3)S(=O)(=O)C2)nn1 (configuration not stated),-4,3,nt,-5,2,3,-4
O=C(CCn1c(=O)oc2ccc(Cl)cc21)NCCCN1CCOCC1,nt,2,2,-14,1,19,2
CCC(=O)Nc1cccc(C(=O)Nc2nccs2)c1,-9,-14,-2,-27,1,-25,-4
O=C(O)/C=C/c1ccc2c(-c3ccccc3)onc2c1,-8,-3,7,-12,11,16,nt
Cc1cc(C)cc(N(CC(=O)N2CC=C(c3ccccc3)CC2)S(=O)(=O)c2c(C)noc2C)c1,7,4,4,4,1,11,nt
CC(=O)N(C)c1ccc(C(O)(C(F)(F)F)C(F)(F)F)cc1,23,nt,4,-6,-2,2,-3
CCc1nc2c(OCc3ccc(S(C)(=O)=O)cc3)cccn2c1N(C)C(=O)c1ccccc1F,-4,0,nt,5,5,-1,-1
CC1CCN(Cc2c(C(=O)N/N=C/c3ccc(C(F)(F)F)cc3)nnn2-c2nonc2N)CC1,27,6,5,24,-2,-1,-3
CC(=O)Nc1cccc(NC(=O)CSc2ncc(-c3ccccc3)[nH]2)c1,-9,-2,0,-7,-1,-11,-2
Cc1ccc(CNC(=O)Cn2nnc(C(=O)Nc3cc(C)ccc3C)c2N)cc1,5,-2,-3,12,nt,4,-3
CCOC(=O)C1CCCN(C(=O)c2ccc(CS(=O)(=O)c3ccc(Br)cc3)o2)C1 (configuration not stated),-1,?,-8,4,7,9,nt
CCC1Oc2ccccc2N(CC(=O)NC2CCCC2)C1=O (configuration not stated),-12,0,-3,-7,-6,-16,-1
O=C(CNC(=O)c1ccncc1)N/N=C/c1ccccn1,-2,0,28,-1,-1,9,2
COc1ccc(-c2nn(-c3ccccc3)cc2/C=N/NC(=O)c2cccc(S(=O)(=O)Nc3ccccc3Cl)c2)cc1,-14,8,-8,-21,-1,0,1
CCCCN(C(=O)COC(=O)c1ccc(C)s1)c1c(N)n(CCC)c(=O)[nH]c1=O,0,-4,-2,-4,0,18,-5
O=C(CCNC(=O)c1ccc(Br)cc1)Nc1ccc(S(=O)(=O)Nc2ncccn2)cc1,-5,1,3,3,-2,3,4
Cc1ccc(CN2C(=O)/C(=C\c3ccc(C(=O)NCc4cccnc4)cc3)Oc3ccccc32)cc1,-22,3,nt,-31,-1,13,-4
COc1ccc(NC(=O)c2oc3ccccc3c2NC(=O)C2CC2)c(OC)c1,nt,3,-10,-8,0,-5,-3
COc1ccc(N2C(=O)CN(Cc3ccc(OC)c(OC)c3)C2=S)cc1,9,-5,-8,11,0,-15,1
O=C(c1cccc(NS(=O)(=O)c2ccc(Br)cc2)c1)N1CCN(c2ccccc2O)CC1,-1,8,3,6,2,-6,-1
CNC[C@@H]1Oc2ccc(NC(=O)Nc3c(C)noc3C)cc2C(=O)N([C@H](C)CO)C[C@H]1C,0,-3,nt,-6,-2,32,nt
Cc1cc(-c2cc(NC(=O)Cc3c(C)[nH]c4ccccc34)ccc2N(C)c2cccnc2)ccc1F,7,5,nt,21,-4,19,nt
OC[C@@H]1Nc2ccc(-c3cccc(F)c3)cc2[C@H]2[C@@H]1CCN2Cc1ccncc1,-37,10,30,-35,-3,-19,-4
COc1ccccc1OCc1ccc(C(=O)N2CCOCC2)o1,-2,-6,-1,26,-3,-7,-1
COc1cc2nc3n(c(=O)c2cc1OC)-c1cc2ccccc2cc1C(=O)NC3Cc1ccccc1 (configuration not stated),10,-6,nt,17,4,7,-3
# The listing continues:
SMILES,EWS-Fli inh,DENV2 CPE,ARNT-TACC3 inh,PAX8 reporter,CASP6 VEID inh,LGR2 inh,SIRT5 inh
CN(C)CC(C)(C)CNC(=O)c1cc(Br)cc(Br)c1O,2,7,-1,-17,4,5,-1
COC(=O)CSc1nc(N)nc(C)c1Cl,-7,-10,nt,12,0,11,-2
CCCC#Cc1ccc([C@@H]2[C@@H](CO)N3CCCCN(CC4CC4)C[C@H]23)cc1,9,?,9,5,-2,-14,2
CN(Cc1nccn1C)C(=O)c1ccc2nc(Cc3ccccc3F)oc2c1,nt,4,2,-180,1,-49,-4
NS(=O)(=O)c1ccc(NC(=O)C(=O)NCCC(=O)O)cc1,-8,0,-6,9,1,-14,4
COCCNC(=O)[C@@H]1[C@@H](CO)[C@@H]2Cn3c(ccc(-c4ccccc4F)c3=O)[C@@H]2N1C(=O)C1CCCC1,-1,-1,-5,nt,1,-13,-5
CC(C)(O)c1cc2ccccc2c(=O)o1,-1,-9,-10,-4,0,-9,-3
COC(=O)c1sccc1NC(=O)C1CCCCC1C(=O)O (configuration not stated),4,nt,-2,6,2,-9,2
CC(C)c1ccccc1OCCNC(=O)c1cccnc1,6,4,2,-13,4,10,0
C[C@H]1CN([C@@H](C)CO)C(=O)c2c(c3ccccc3n2C)-c2ccccc2CO[C@@H]1CN(C)Cc1cccnc1,14,7,12,13,4,-7,-3
CN(C)S(=O)(=O)c1ccc(NC(=O)CCCNC(=O)c2ccc(Cl)cc2)cc1,-3,1,-10,12,2,9,-7
Cc1ccccc1NC(=O)CCN1CCc2ccccc2C1,22,-7,0,10,0,2,-5
COc1ccc(N(C(=O)c2cnccn2)C(C(=O)NC2CCCCC2)c2cc(OC)c(OC)c(OC)c2)cc1 (configuration not stated),6,12,-5,-2,2,5,-3
C=CCN1CCN(C(=O)CCc2ccccc2)CC1,2,10,-6,9,-1,4,nt
COc1ccc(NC(=O)N(C)C[C@@H]2Oc3c(NS(=O)(=O)c4ccc(Cl)cc4)cccc3C(=O)N([C@@H](C)CO)C[C@@H]2C)cc1,-5,16,5,-1,0,6,5

# Single records (already shown). Screens in order: EWS-Fli inh | DENV2 CPE | ARNT-TACC3 inh | PAX8 reporter | CASP6 VEID inh | LGR2 inh | SIRT5 inh
# `C[C@H]1CN([C@@H](C)CO)C(=O)c2c(c3ccccc3n2C)-c2ccccc2CO[C@@H]1CN(C)Cc1cccnc1` across the screens: 14 | 7 | 12 | 13 | 4 | -7 | -3
# `O=C(OCc1nnc(-c2ccccc2)o1)C1CC(=O)N(Cc2ccco2)C1` (configuration not stated) across the screens: 0 | nt | 18 | 7 | 3 | -13 | 1

# Going on with the list.
SMILES,EWS-Fli inh,DENV2 CPE,ARNT-TACC3 inh,PAX8 reporter,CASP6 VEID inh,LGR2 inh,SIRT5 inh
O=C(COC(=O)Cc1cccs1)Nc1ccccc1Cl,-2,10,8,1,1,1,-1
CC(C)=CCN1CCN(C/C(Cl)=C/c2ccccc2)CC1CCO (configuration not stated),4,-4,3,-2,-4,-1,7
C=CCc1cccc(/C=N/NC(=O)COc2ccc(-n3cnnn3)cc2)c1O,nt,0,-10,34,-1,7,1
CN1C(C)(C)CC(NC(=O)c2ccco2)CC1(C)C,-1,-4,-2,10,-2,6,0
